TR-FRET SRC-2 ct: flags TR-FRET format artefacts in PPARgamma SRC-2 recruitment agonist screen | TR-FRET artefact counter-screen; hits give high values | 0.4% of 200,000 active | TR-FRET ratio at 8 µM; in the data active means TR-FRET ratio above about 2000; further: inactives centre near 1500; reference of the scale not given here
Lmaj promast: inhibitors of Leishmania major promastigote growth; Leishmania major promastigotes, resazurin fluorescence viability; 9% of 200,000 active; inhibition, % at 10 µM; AID 1063; in the data active means inhibition above about 50%;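 further: promastigotes grown with compound for 44 hours at 28 °C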
bIAP inhibitor: intestinal alkaline phosphatase (bovine) inhibition; inhibition, % at 20 µM; 190,000 tested, under 10 active; purified bovine IAP, CDP-star luminescence, 30 min;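 active means over 50% inhibition of intestinal alkaline phosphatase at 20 µM in the single-dose screen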
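Incubation: 30 min reaction at room temperature / Material: purified bovine intestinal alkaline phosphatase (IAP) enzyme / Input: enzyme at 1/65,000,000 dilution / Dosing: 20 µM single dose / Signal: CDP-star luminescence signal / Reagent: CDP-star chemiluminescent phosphatase substrate, 30 µM final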
HMGR II inh: E. faecalis class II HMG-CoA reductase inhibition; purified E. faecalis HMGR, NADPH absorbance 340 nm kinetic; inhibition, % at 10 µM; 0.41% of 190,000 active; AID 1066;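 active means inhibition above a set limit, the median over all tested compounds plus 3 SD, cut at about 9.5% in these data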;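 further: enzyme runs in reverse so mevalonate oxidation gives rising NADPH absorbance; 0% = complete reaction with DMSO and 100% = background rate lacking mevalonate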
S1P3 antagonist: blocks the human S1P3 receptor; Q99500; CHO S1P3 NFAT-BLA reporter, FRET fluorescence, antagonist mode; inhibition, % at 4.98 µM; 0.27% of 170,000 active;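 active means inhibition above the plate cutoff, the mean inhibition of test wells on that plate plus 3 SD, cut at about 28% in these data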;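 further: cells challenged with S1P at its EC80 of 0.8 µM; blue over green emission ratio from cleaved BLA substrate after 4 h stimulation; 0% = S1P-stimulated wells and 100% = unstimulated DMSO-only wells; some compounds past the cut are filed as inactive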
Target sequence (Q99500 whole entry, looked up): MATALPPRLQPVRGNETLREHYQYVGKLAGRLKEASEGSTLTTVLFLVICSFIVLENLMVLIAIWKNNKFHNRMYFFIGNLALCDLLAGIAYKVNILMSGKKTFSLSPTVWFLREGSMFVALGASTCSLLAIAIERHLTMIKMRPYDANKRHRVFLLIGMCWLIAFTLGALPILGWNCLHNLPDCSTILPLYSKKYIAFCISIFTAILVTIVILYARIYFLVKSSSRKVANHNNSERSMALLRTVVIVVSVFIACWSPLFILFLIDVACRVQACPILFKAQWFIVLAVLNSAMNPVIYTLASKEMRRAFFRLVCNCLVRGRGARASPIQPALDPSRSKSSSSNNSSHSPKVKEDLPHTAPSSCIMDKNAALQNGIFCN
PPARg SRC-3 ag: promotes SRC-3 coactivator recruitment by human PPARgamma; biochemical PPARgamma/SRC-3 coactivator recruitment assay; P37231; activation, % at 8 µM; 0.26% of 200,000 active; AID 731; in the data active means activation above about 23%;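 further: 0% = DMSO and 100% = reference agonist; some compounds past the cut are filed as inactive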
Target sequence (P37231 whole entry, looked up): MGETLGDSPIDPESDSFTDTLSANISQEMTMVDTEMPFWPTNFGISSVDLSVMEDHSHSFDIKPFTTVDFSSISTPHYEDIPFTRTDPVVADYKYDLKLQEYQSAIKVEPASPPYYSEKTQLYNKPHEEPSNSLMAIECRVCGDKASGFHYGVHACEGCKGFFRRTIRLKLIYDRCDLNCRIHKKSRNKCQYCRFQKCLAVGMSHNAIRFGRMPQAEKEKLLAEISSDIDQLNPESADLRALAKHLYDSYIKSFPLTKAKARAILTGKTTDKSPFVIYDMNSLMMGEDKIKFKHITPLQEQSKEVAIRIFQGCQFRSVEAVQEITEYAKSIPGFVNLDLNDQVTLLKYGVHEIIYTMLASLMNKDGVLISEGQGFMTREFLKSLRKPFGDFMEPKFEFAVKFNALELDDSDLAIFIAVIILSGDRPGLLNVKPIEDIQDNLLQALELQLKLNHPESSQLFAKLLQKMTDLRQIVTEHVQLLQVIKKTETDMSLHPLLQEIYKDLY
Redox H2O2 prof: compounds producing H2O2 with reducing agent – biochemical, NIH compound library profiling, artefact control for MLSCN library redox annotation, primary screen; activation, % at 10 µM; 0.03% of 200,000 active; AID 878; DTT-dependent redox cycling H2O2, phenol red/HRP absorbance; 100% = 100 µM peroxide control, 0% = buffer;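 active means activation of at least 50% relative to the plate's high and low controls in the primary single-dose screen; inactive means activation below 50%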;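 further: compound incubated with DTT at 0.8 mM final as the reducing agent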
PPARg SRC2 recr: agonists of SRC-2 recruitment by human PPARgamma | AID 1032 | activation, % at 8 µM | PPARgamma LBD-SRC-2 recruitment, biochemical | 0.34% of 200,000 active; in the data active means activation above about 22%;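 further: 0% = vehicle and 100% = reference agonist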
RAM network inh: inhibitors of the yeast RAM network | 1.8% of 190,000 active | AID 868 | S. cerevisiae dse1pr::URA3 reporter, 5-FOA growth OD615, 2 d; analog-sensitive cbk1-as2 kinase mutant strain | inhibition, % at 50 µM;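 active means inhibition above a set limit, 3 SD over mean compound inhibition, cut at about 8.4% in these data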;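 further: 0% = DMSO-only wells with no growth and 100% = 10 µM 1-NA-PP1 full growth; inhibition rescues growth on 5-FOA so higher OD means more RAM inhibition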
PPARg SRC1 recr: promotes SRC-1 coactivator recruitment by human PPARgamma; 0.41% of 200,000 active; P37231; activation, % at 8 µM; PPARgamma-SRC-1 coactivator recruitment biochemical assay; in the data active means activation above about 19%;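 further: 0% = DMSO and 100% = reference agonist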
ROMK primary: modulators of human ROMK potassium channel; P48048; Tet-inducible ROMK, thallium flux fluorescence; actives lie on both sides; B-score at 10 µM; 2% of 130,000 active; AID 1918;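 active means signal ratio slope over the read window, or its plate-corrected B-score, at least 3 SD from the plate mean, either direction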;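 further: B-score of the F/F0 ratio slope over 7 to 12 s after thallium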
Numbers without * were called inactive.

What do the screens show for `COC(=O)[C@H](C)NC(=O)Nc1ccccc1C(F)(F)F`?
TR-FRET SRC-2 ct: 1426; Lmaj promast: -10; bIAP inhibitor: 12; HMGR II inh: -4; S1P3 antagonist: -44; PPARg SRC-3 ag: -3; Redox H2O2 prof: 2.4; PPARg SRC2 recr: -4; RAM network inh: 1.4; PPARg SRC1 recr: -5; ROMK primary: 0.65

How did CCc1cccc(NC(=O)NC(=O)Cn2nnc(C(=O)OC)c2C(=O)OC)c1 do in these assays?
TR-FRET SRC-2 ct: 1447; Lmaj promast: -7; bIAP inhibitor: -9; HMGR II inh: 0; S1P3 antagonist: 0; PPARg SRC-3 ag: 2; Redox H2O2 prof: -0.3; PPARg SRC2 recr: 4; RAM network inh: 4.1; PPARg SRC1 recr: 0; ROMK primary: -0.64

Results for O=C(Nc1nccs1)c1cc(-c2ccncc2)nc2ccccc12 ?
TR-FRET SRC-2 ct: 1397; Lmaj promast: 3; bIAP inhibitor: -4; HMGR II inh: -1; S1P3 antagonist: -8; PPARg SRC-3 ag: -4; Redox H2O2 prof: 0.3; PPARg SRC2 recr: -1; RAM network inh: 1.9; PPARg SRC1 recr: -7; ROMK primary: -0.77

Results for Cc1cc(C)c2nc(N3CCCC(C(=O)NCCN4CCOCC4)C3)sc2c1 (centres undefined) ?
TR-FRET SRC-2 ct: 1496; Lmaj promast: 7; bIAP inhibitor: -4; HMGR II inh: -1; S1P3 antagonist: -29; PPARg SRC-3 ag: -6; Redox H2O2 prof: 0.0; PPARg SRC2 recr: -4; RAM network inh: -0.1; PPARg SRC1 recr: 0; ROMK primary: -0.94

What do the screens show for `CCCCCCN1C2=NCCN2c2ccccc21`?
TR-FRET SRC-2 ct: 1326; Lmaj promast: 39; bIAP inhibitor: 15; HMGR II inh: 0; PPARg SRC-3 ag: -3; Redox H2O2 prof: 0.5; PPARg SRC2 recr: 5; RAM network inh: 1.1; PPARg SRC1 recr: -1; ROMK primary: -0.051

What do the screens show for `CN1N=C(C(=O)N2CCc3c([nH]c4ccccc34)C2c2ccccc2Cl)CCC1=O` (centres undefined)?
TR-FRET SRC-2 ct: 1693; Lmaj promast: 2; bIAP inhibitor: 0; HMGR II inh: -2; S1P3 antagonist: 3; PPARg SRC-3 ag: 3; Redox H2O2 prof: -0.9; PPARg SRC2 recr: 5; RAM network inh: 1.3; PPARg SRC1 recr: 8; ROMK primary: 1.3

How did COc1ccc(C(=O)NC2CCSC2=O)cc1 (centres undefined) do in these assays?
TR-FRET SRC-2 ct: 1487; Lmaj promast: 3; HMGR II inh: -7; PPARg SRC-3 ag: -16; Redox H2O2 prof: 1.0; PPARg SRC2 recr: 2; RAM network inh: 1.2; PPARg SRC1 recr: 1; ROMK primary: 0.47

Results for c1ccc(CC2CCN(C(c3cccs3)c3nnnn3C3CCCC3)CC2)cc1 (centres undefined) ?
TR-FRET SRC-2 ct: 1653; Lmaj promast: 64*; bIAP inhibitor: 4; HMGR II inh: -3; S1P3 antagonist: 10; PPARg SRC-3 ag: 5; Redox H2O2 prof: -2.0; PPARg SRC2 recr: -3; RAM network inh: 2.3; PPARg SRC1 recr: 2; ROMK primary: 0.91

How did CCCC1CCc2c(sc(N)c2C(N)=O)C1 (centres undefined) do in these assays?
TR-FRET SRC-2 ct: 1380; Lmaj promast: 3; bIAP inhibitor: -2; HMGR II inh: 0; PPARg SRC-3 ag: 2; Redox H2O2 prof: -0.2; PPARg SRC2 recr: -9; RAM network inh: -1.1; PPARg SRC1 recr: 0; ROMK primary: 0.62

How did CCOC(=O)c1sc(N)c(C(=O)OCC)c1COC(=O)C1CC(=O)N(Cc2ccco2)C1 (centres undefined) do in these assays?
TR-FRET SRC-2 ct: 1504; Lmaj promast: 1; bIAP inhibitor: -2; HMGR II inh: 0; PPARg SRC-3 ag: 3; Redox H2O2 prof: -0.1; PPARg SRC2 recr: 0; RAM network inh: 1.4; PPARg SRC1 recr: 2; ROMK primary: -0.074

Results for CC(C)CN(C(=O)CN1CCN(c2ccccc2O)CC1)c1c(N)n(CC(C)C)c(=O)[nH]c1=O ?
TR-FRET SRC-2 ct: 1326; Lmaj promast: -8; bIAP inhibitor: -4; HMGR II inh: -3; S1P3 antagonist: 4; PPARg SRC-3 ag: -1; Redox H2O2 prof: -0.3; PPARg SRC2 recr: -2; RAM network inh: 0.1; PPARg SRC1 recr: 4

How did CC(=O)c1cc2c(cc1NS(=O)(=O)c1ccc(C)cc1)OCO2 do in these assays?
TR-FRET SRC-2 ct: 1722; Lmaj promast: -8; bIAP inhibitor: 10; HMGR II inh: -11; PPARg SRC-3 ag: 2; Redox H2O2 prof: 0.0; PPARg SRC2 recr: 9; RAM network inh: 2.7; PPARg SRC1 recr: 8; ROMK primary: 0.67

How did O=C(CN1C2CCC1CC(NC(=O)Nc1ccccc1)C2)NCc1ccco1 (centres undefined) do in these assays?
TR-FRET SRC-2 ct: 1507; Lmaj promast: 1; bIAP inhibitor: -13; HMGR II inh: -2; PPARg SRC-3 ag: -2; Redox H2O2 prof: 1.1; PPARg SRC2 recr: 2; RAM network inh: 0.4; PPARg SRC1 recr: 3; ROMK primary: -1.1

What do the screens show for `CCOC(=O)CNC(=O)Nc1cccc(Cl)c1C`?
TR-FRET SRC-2 ct: 1458; Lmaj promast: -8; bIAP inhibitor: 6; HMGR II inh: -5; S1P3 antagonist: -12; PPARg SRC-3 ag: 14; Redox H2O2 prof: 4.2; PPARg SRC2 recr: 1; RAM network inh: -0.3; PPARg SRC1 recr: -3

Results for CCOC(=O)N/N=C\c1ccc(OC(=O)c2ccc3c(c2)OCO3)cc1 ?
TR-FRET SRC-2 ct: 1692; Lmaj promast: -5; bIAP inhibitor: 4; HMGR II inh: 3; S1P3 antagonist: -7; PPARg SRC-3 ag: 3; Redox H2O2 prof: -0.5; PPARg SRC2 recr: 11; RAM network inh: 0.7; PPARg SRC1 recr: 7; ROMK primary: -2.3

Results for O=S(=O)(c1cc(F)cc(F)c1)N1CCN(c2ncccn2)CC1 ?
TR-FRET SRC-2 ct: 1487; Lmaj promast: -5; bIAP inhibitor: 7; HMGR II inh: 6; PPARg SRC-3 ag: 13; Redox H2O2 prof: -1.0; PPARg SRC2 recr: 2; RAM network inh: 1.5; PPARg SRC1 recr: -3; ROMK primary: -0.67

How did COc1ccc(C(=O)NC(=S)Nc2cccc(Cl)c2N2CCOCC2)cc1[N+](=O)[O-] do in these assays?
TR-FRET SRC-2 ct: 1542; Lmaj promast: -1; bIAP inhibitor: 6; HMGR II inh: -8; PPARg SRC-3 ag: 6; Redox H2O2 prof: -3.7; PPARg SRC2 recr: 10; RAM network inh: 3.8; PPARg SRC1 recr: -1

Results for C=CCNC(=O)COC(=O)COc1ccc(Cl)cc1 ?
TR-FRET SRC-2 ct: 1866; Lmaj promast: 0; bIAP inhibitor: 0; HMGR II inh: 2; S1P3 antagonist: -6; PPARg SRC-3 ag: 3; Redox H2O2 prof: -0.6; PPARg SRC2 recr: 15; RAM network inh: 1.1; PPARg SRC1 recr: 10

How did Cc1ccccc1NC(=S)N(CCN1CCCCC1)Cc1ccco1 do in these assays?
TR-FRET SRC-2 ct: 2001*; Lmaj promast: 3; bIAP inhibitor: 2; HMGR II inh: -8; S1P3 antagonist: 19; PPARg SRC-3 ag: 3; Redox H2O2 prof: -2.7; PPARg SRC2 recr: 4; RAM network inh: 1.0; PPARg SRC1 recr: 5; ROMK primary: -0.31

What do the screens show for `C/C(=N\NC(=O)c1ccccn1)C12CC3CC(CC(C3)C1)C2`?
TR-FRET SRC-2 ct: 1513; Lmaj promast: -3; bIAP inhibitor: -2; HMGR II inh: -1; PPARg SRC-3 ag: -10; Redox H2O2 prof: 13; PPARg SRC2 recr: -2; RAM network inh: 4.5; PPARg SRC1 recr: -4

How did CCc1nc2ccccc2c(C(=O)NCc2ccc(OC)cc2)c1C do in these assays?
TR-FRET SRC-2 ct: 1535; Lmaj promast: -3; bIAP inhibitor: -12; HMGR II inh: 0; S1P3 antagonist: 2; PPARg SRC-3 ag: 2; Redox H2O2 prof: 0.0; PPARg SRC2 recr: 8; RAM network inh: 0.7; PPARg SRC1 recr: 0; ROMK primary: 0.014

How did Cc1ccc(OCCCC(=O)NC(C)c2ccccc2)c(C)c1 (centres undefined) do in these assays?
TR-FRET SRC-2 ct: 1607; Lmaj promast: 12; bIAP inhibitor: -3; HMGR II inh: -7; S1P3 antagonist: -12; PPARg SRC-3 ag: 7; Redox H2O2 prof: -1.1; PPARg SRC2 recr: 2; RAM network inh: 0.5; PPARg SRC1 recr: 4; ROMK primary: -1.1

Results for O=C(Nc1cccc2cccnc12)c1cccc(N2C(=O)CCC2=O)c1 ?
TR-FRET SRC-2 ct: 1489; Lmaj promast: 1; bIAP inhibitor: 8; HMGR II inh: 1; S1P3 antagonist: 16; PPARg SRC-3 ag: 0; Redox H2O2 prof: -0.4; PPARg SRC2 recr: -3; RAM network inh: 0.9; PPARg SRC1 recr: 1; ROMK primary: 0.47

How did CN1CCc2nc(SCc3ccc(Cl)cc3)c(C#N)c(-c3cccs3)c2C1 do in these assays?
TR-FRET SRC-2 ct: 1595; Lmaj promast: 34; PPARg SRC-3 ag: -1; Redox H2O2 prof: -6.3; PPARg SRC2 recr: 5; PPARg SRC1 recr: 2; ROMK primary: -3.4*

Results for N#C/C(C(=O)N1CCOCC1)=c1/s/c(=C\c2ccccn2)c(=O)n1-c1ccccc1 ?
TR-FRET SRC-2 ct: 1469; Lmaj promast: 1; bIAP inhibitor: -7; HMGR II inh: -1; S1P3 antagonist: -8; PPARg SRC-3 ag: 2; Redox H2O2 prof: 0.8; PPARg SRC2 recr: -4; RAM network inh: 3.4; PPARg SRC1 recr: -2; ROMK primary: 0.4

What do the screens show for `O=C(NC1CC2CCCC(C1)N2Cc1cccs1)N1CCOCC1` (centres undefined)?
TR-FRET SRC-2 ct: 1419; Lmaj promast: -5; bIAP inhibitor: 9; HMGR II inh: -8; S1P3 antagonist: -12; PPARg SRC-3 ag: -10; Redox H2O2 prof: 0.3; PPARg SRC2 recr: -3; RAM network inh: 0.4; PPARg SRC1 recr: 6; ROMK primary: 0.57

What do the screens show for `Cc1cc(C(F)(F)F)nn1CCCNC(=O)c1cnccn1`?
TR-FRET SRC-2 ct: 1498; Lmaj promast: -8; bIAP inhibitor: 14; HMGR II inh: -1; S1P3 antagonist: 14; PPARg SRC-3 ag: 1; Redox H2O2 prof: -1.9; PPARg SRC2 recr: 0; RAM network inh: 0.8; PPARg SRC1 recr: 1; ROMK primary: -0.87

Results for CCOC(=O)Cc1c(C)nc(-c2ccccc2)[nH]c1=O ?
TR-FRET SRC-2 ct: 1667; Lmaj promast: 6; bIAP inhibitor: -2; HMGR II inh: -2; S1P3 antagonist: 4; PPARg SRC-3 ag: 10; Redox H2O2 prof: 0.2; PPARg SRC2 recr: 2; RAM network inh: 0.6; PPARg SRC1 recr: 14; ROMK primary: 1.5
